High-throughput results (PubChem)
CHRM4 PAM = CHRM4 positive allosteric modulation | P08173 | CHO-K1 hM4/Gqi5, Fluo-8 calcium fluorescence, ACh EC20; 0% = ACh EC20, 100% = maximal ACh | activation, % at 3 µM | 0.4% of 360,000 active;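 active means activation above its plate's cutoff, the mean activation of sample wells plus 3 SD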; further: some results filed as inactive read as strong as hits
Target sequence (P08173 whole entry, looked up): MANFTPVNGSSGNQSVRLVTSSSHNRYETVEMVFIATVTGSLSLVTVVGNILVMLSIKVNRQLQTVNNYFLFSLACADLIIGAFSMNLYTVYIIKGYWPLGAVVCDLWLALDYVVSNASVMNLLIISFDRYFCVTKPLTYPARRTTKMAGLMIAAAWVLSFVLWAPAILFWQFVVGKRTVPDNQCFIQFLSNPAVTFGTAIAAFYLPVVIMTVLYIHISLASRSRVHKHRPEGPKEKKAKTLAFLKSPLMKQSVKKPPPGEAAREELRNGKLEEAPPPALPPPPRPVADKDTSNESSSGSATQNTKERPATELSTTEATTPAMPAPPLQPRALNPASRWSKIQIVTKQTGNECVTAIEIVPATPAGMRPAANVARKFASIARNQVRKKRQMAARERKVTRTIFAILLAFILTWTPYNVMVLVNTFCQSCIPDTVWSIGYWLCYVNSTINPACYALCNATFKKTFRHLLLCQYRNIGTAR
CRFR2-BP antag = antagonists of CRF-binding protein/CRF-R2 receptor complex; HEK293 CRF-R2/CRF-BP, CRF-induced calcium fluorescence; inhibition, % at 11.8 µM; 0.59% of 350,000 active; AID 588475;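 active means inhibition of the ligand-induced calcium signal above about 50% at the single tested concentration, limit read from the data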
p-CIP stab down = compounds decreasing mouse p/CIP protein stability; F442A p/CIP-EGFP cells, EGFP fluorescence, 16 h; AID 1984; Q05BA5; decrease of EGFP signal, % at 10 µM; 0.01% of 290,000 active;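 active means EGFP signal decrease of at least 30% at 10 µM or well 3 SD below plate mean, unless failing retest; inactive means the rest, including hits failing retest or dose response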; further: some compounds called inactive have numbers as strong as hits; many of its hits are not listed in these tables
GalR3 antagonist = antagonists of human GalR3; O60755; HEK293 GalR3-CNG cAMP membrane potential fluorescence; galR3 body fused to GalR1 C-terminus; inhibition, % at 3 µM; 0.44% of 360,000 active; AID 651719;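 active means inhibition above the screen-wide average plus 3 SD, cut at about 13% in these data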;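 further: forskolin and galanin both at EC90 stimulate the cells; cAMP rise reported by CNG channel membrane potential dye signal; 0% = forskolin plus galanin with DMSO and 100% = forskolin alone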
MEKK3 PB1 HTS = modulators (inhibitors or enhancers) of MEK5 binding to human MEKK3 PB1 domain. binding response (% of control), % at 10 µM. Q99759. 1.4% of 290,000 active. bead-based flow cytometry, Alexa488-MEK5 binding to MEKK3; actives lie on both sides; 0 = blocked by unlabeled MEK5, 100 = vehicle;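 active means binding response more than 3 SD above or below the average of its plate-row segment, actives on both sides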;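 further: Alexa488 bead fluorescence after subtracting the streptavidin-only scavenger bead signal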
IDE cell activ = activators of human insulin-degrading enzyme in cells. P14735. HEK cells, FAbeta-B cleavage, fluorescence polarization; 0% vehicle, 100% cell-free pure enzyme wells. activation, % at 5.96 µM. 0.073% of 340,000 active. AID 493087;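 active means activation above the mean of all tested compounds plus 3 SD, set per screening campaign, cut at about 17% in these data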
CRFBP-R2 agonist = CRF-BP/CRF-R2 complex agonism; HEK293 CRF-R2/CRF-BP, calcium dye fluorescence (FLIPR); percent of saturating CRF peptide response; activation, % at 13.2 µM; 0.46% of 350,000 active;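 active means activation of at least 50%, plus an integration ratio under a set limit after plate pattern correction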;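 further: plate controls were neutral control wells without compound for no effect and CRF at EC100 for full effect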
PHOSPHO1 inh = blocks human PHOSPHO1 phosphatase activity. Q8TCT1. AID 1565. recombinant PHOSPHO1, absorbance phosphatase assay. 1.1% of 290,000 active. inhibition, % at 13.3 µM; in the data active means inhibition above about 60%
Target sequence (Q8TCT1 whole entry, looked up): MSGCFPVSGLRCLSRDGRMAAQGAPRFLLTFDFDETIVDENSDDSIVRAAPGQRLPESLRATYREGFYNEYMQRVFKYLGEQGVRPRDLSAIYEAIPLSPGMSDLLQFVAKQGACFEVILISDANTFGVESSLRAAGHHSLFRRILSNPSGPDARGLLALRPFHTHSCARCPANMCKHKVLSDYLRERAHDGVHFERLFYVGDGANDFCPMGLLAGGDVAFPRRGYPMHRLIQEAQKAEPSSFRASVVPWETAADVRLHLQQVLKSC
IDE inh = inhibitors of human insulin-degrading enzyme in cells; P14735; inhibition, % at 5.59 µM; HEK cells, FAbetaB cleavage, fluorescence polarization; 0.41% of 320,000 active;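 active means percent inhibition above the average of all tested compounds plus 3 SD, set per screening campaign, cut at about 16% in these data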;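 further: IDE supplied by intact live HEK cells; FP after avidin binding of uncleaved biotin substrate so inhibition keeps polarization high; 0% = DMSO wells and 100% = 60 µM reference IDE inhibitor Ii1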
Starred values were filed as active, the others as inactive; . = not tested or not shown.

CHRM4 PAM	CRFR2-BP antag	p-CIP stab down	GalR3 antagonist	MEKK3 PB1 HTS	IDE cell activ	CRFBP-R2 agonist	PHOSPHO1 inh	IDE inh	canonical_smiles
2.2	14.5	-4.8	2.7	94.0	2.3	1.1	-28.6	-8.6	Nc1ccc(NC(=O)c2cccs2)c(Cl)c1
-3.9	13.7	-31.4	-9.9	100.0	2.4	1.9	9.7	5.7	CSc1sccc1/C=C(/C#N)C(=O)c1ccco1
11.5	6.4	.	-3.1	95.0	1.8	0.3	.	-5.0	CC1(C)C=Cc2cc(-c3coc4cc(O)cc(O)c4c3=O)cc(O)c2O1
-3.1	13.1	.	-3.3	.	5.4	0.5	.	-2.4	COCc1nc2c([nH]1)c(=O)n(C)c(=O)n2CC(C)C
3.8	9.7	0.6	-4.5	96.0	-1.0	-1.3	7.0	2.5	CCOC(=O)CNC(=O)Cn1cnc2sc(C)c(S(=O)(=O)N3CCOCC3)c2c1=O
2.7	2.8	-6.5	-0.5	106.0	5.2	-1.4	26.3	-2.9	CCOC(=O)c1c(C)[nH]c(C)c1S(=O)(=O)N(C)CC(=O)Nc1cccc(F)c1
3.4	2.8	.	-3.8	.	.	-1.0	.	.	C[C@H](CO)N1C[C@H](C)[C@@H](CN(C)Cc2ccc(C(=O)O)cc2)Oc2ncc(-c3ccc(C(=O)N(C)C)cc3)cc2C1=O
-2.6	1.6	-2.2	-6.0	105.0	-0.9	1.2	27.9	-0.7	Cc1ccc(C2=NN(C(=O)CCCC(=O)O)C(c3ccco3)C2)cc1 (stereo unspecified)
6.2	8.6	.	-3.3	.	0.4	0.1	.	1.5	O=C(Cn1c(=O)cnc2ccccc21)NC1CCC(O)CC1 (stereo unspecified)
-0.9	13.1	5.6	-1.4	105.0	2.5	0.0	-15.8	2.8	CSCCC(NS(=O)(=O)c1ccc2c(c1)c(=O)n(C)c(=O)n2C)C(=O)NC1CCN(Cc2ccccc2)CC1 (stereo unspecified)
4.8	-0.8	-1.0	-6.6	104.0	2.7	-3.1	29.0	1.1	CCOc1cc(/C=C2/C(=O)NN(c3cccc(Cl)c3)C2=O)ccc1O
-3.9	-7.8	1.3	-6.4	87.0	1.1	-0.3	1.0	2.2	Cn1ncc(Cl)c1C(=O)N1CCc2ccccc21
3.2	23.2	-1.9	-2.7	101.0	0.4	0.8	-2.9	0.1	Cc1ccc(NC(=O)c2ccc(OC(=O)COc3cccc(Cl)c3)cc2)cc1
0.4	5.2	16.1	8.2	101.0	3.9	0.0	35.5	2.1	COc1ccc(S(=O)(=O)N2CCC(C(=O)NCCCc3ccccc3)CC2)cc1
.	.	-4.3	.	111.0	.	.	-11.2	-2.1	COc1ccc(OC)c(NS(=O)(=O)c2ccc(Br)s2)c1
6.7	-33.6	1.8	-0.9	110.0	0.0	-0.2	-14.7	1.2	CCc1nnc(NC(=O)CSc2nc(-c3ccccc3)c(-c3ccccc3)o2)s1
3.6	-7.1	.	-7.4	.	2.4	-1.4	.	-2.0	CCOC(=O)C1CCN(C(=O)COC(=O)c2oc3ccc(OC)cc3c2C)CC1
23.5	0.1	8.5	-3.2	104.0	-13.2	-1.5	22.3	16.2*	CCn1c(SCC(=O)Nc2nc(-c3ccc(C)cc3)cs2)nnc1-c1ccccc1
-5.0	-2.1	-5.4	4.1	99.0	-0.3	-0.5	-0.6	-8.4	O=C(c1ccc(Sc2cccc(Cl)c2)c([N+](=O)[O-])c1)N1CCN(c2ccccn2)CC1
18.2	-11.5	-2.0	-2.7	98.0	3.7	-1.7	0.3	6.0	N#Cc1ccc(N2Cc3ccccc3C2=NC(=O)c2cccnc2Cl)cc1

An excerpt from above, showing only IDE inh and CRFBP-R2 agonist.
smiles	IDE inh	CRFBP-R2 agonist
CCn1c(SCC(=O)Nc2nc(-c3ccc(C)cc3)cs2)nnc1-c1ccccc1	16.2*	-1.5
CCOC(=O)C1CCN(C(=O)COC(=O)c2oc3ccc(OC)cc3c2C)CC1	-2.0	-1.4

(next part)
CHRM4 PAM	CRFR2-BP antag	p-CIP stab down	GalR3 antagonist	MEKK3 PB1 HTS	IDE cell activ	CRFBP-R2 agonist	PHOSPHO1 inh	IDE inh	canonical_smiles
4.8	7.1	-21.3	-6.5	98.0	1.3	-2.3	-3.9	6.3	COc1ccc(NC(=O)CCCNC(=O)c2ccc(Cl)cc2)c(OC)c1
-4.1	13.9	-4.1	3.0	105.0	3.0	-0.4	4.4	-4.9	COc1ccc(NC(=O)C(c2ccc(C)cc2)N(C)C(=O)CNC(C)=O)cc1 (stereo unspecified)
-0.8	5.2	3.1	1.5	111.0	-2.5	0.3	23.8	2.0	O=[N+]([O-])c1ccc(/C=N/Nc2nc(NCc3ccccc3)nc(N3CCOCC3)n2)cc1
1.5	11.8	-10.7	3.4	89.0	1.1	1.3	39.7	5.5	O=C(NCc1ccncc1)C(=O)N/N=C/c1ccc(OCc2ccccc2)cc1
-5.7	4.4	-29.3	-0.4	115.0	-5.5	-2.7	11.5	1.4	CCn1cc(C(=O)NCc2ccc3c(c2)OCO3)c(=O)c2cc(F)c(N3CCN(C(=O)c4ccco4)CC3)cc21
-3.5	5.5	-5.8	-6.1	92.0	.	0.0	31.5	4.0	COC(=O)Cc1nc(Nc2ccccc2)sc1C
5.8	-2.1	.	-2.3	.	3.5	0.7	.	-1.2	O=C(NCCS(=O)(=O)N1CCC2(CC1)OCCO2)c1ccccc1
-5.3	7.9	3.1	-3.1	100.0	8.8	-0.5	-38.9	-1.3	Cc1nc2ccc(N)cc2c(=O)n1Cc1ccc(Cl)cc1
-6.4	-30.3	2.3	-8.2	100.0	4.5	1.2	8.6	-5.3	O=C(Nc1ccc(Cl)cn1)C1CCCN1S(=O)(=O)c1ccc(Cl)cc1 (stereo unspecified)
-5.0	-7.5	-12.8	-6.7	98.0	4.2	3.1	35.7	0.1	CCO[C@@H]1OC(C(=O)Nc2ccccc2)=C[C@H](c2csc3ccccc23)[C@H]1CCCO
8.6	-24.8	3.3	-3.7	109.0	-8.5	-1.0	-2.0	3.6	O=C(Oc1coc(CSc2ncccn2)cc1=O)c1cccs1
-1.7	18.8	-2.9	-3.2	103.0	6.9	-1.8	-11.7	4.9	Cc1ccc(S(=O)(=O)NN2C(=O)/C(=C/c3ccccn3)SC2=S)cc1
4.3	-2.7	0.6	-2.4	101.0	-13.8	0.4	10.2	11.9	CCOC(=O)C1CCN(C(=O)c2cn(C)c(=O)c3cc(OC)c(OC)cc23)CC1
-3.3	26.4	5.8	-5.9	100.0	0.3	-3.7	1.4	-6.1	COC(=O)c1nc(N)sc1-c1ccc(OC)cc1
-4.0	2.6	-4.7	1.4	94.0	5.2	-0.4	17.5	-0.1	COc1ccc(OC)c(C2=NOC(C(=O)Nc3c(C)n(C)n(-c4ccccc4)c3=O)C2)c1 (stereo unspecified)
13.0	-2.2	-30.9	-0.7	101.0	7.6	-5.2	9.4	-3.0	Cc1nn(C)c2ncc(C(=O)c3cc(F)ccc3O)cc12
13.3	-0.7	-8.6	0.1	88.0	2.5	1.2	56.2	0.4	CC(C)OC(=O)C(CC(=O)O)NCc1ccccc1 (stereo unspecified)
-2.0	-68.9	-3.2	.	93.0	1.6	3.7	44.0	1.1	COCCCNc1nc2c(-c3cccc(C)c3)nnn2c2ccccc12
4.4	-18.1	.	-5.5	.	-1.6	-2.1	.	.	COC(=O)Nc1ccc2ccc3c(NC(=O)OC)ccc4ccc1c2c43
2.6	-1.1	-3.2	4.6	102.0	2.5	-0.4	41.7	1.9	COc1ccc(NC(=O)CN2CCc3ccccc3C2)cc1OC

Next part; it opens with the 4 that closed the last part.
CHRM4 PAM	CRFR2-BP antag	p-CIP stab down	GalR3 antagonist	MEKK3 PB1 HTS	IDE cell activ	CRFBP-R2 agonist	PHOSPHO1 inh	IDE inh	canonical_smiles
13.3	-0.7	-8.6	0.1	88.0	2.5	1.2	56.2	0.4	CC(C)OC(=O)C(CC(=O)O)NCc1ccccc1 (stereo unspecified)
-2.0	-68.9	-3.2	.	93.0	1.6	3.7	44.0	1.1	COCCCNc1nc2c(-c3cccc(C)c3)nnn2c2ccccc12
4.4	-18.1	.	-5.5	.	-1.6	-2.1	.	.	COC(=O)Nc1ccc2ccc3c(NC(=O)OC)ccc4ccc1c2c43
2.6	-1.1	-3.2	4.6	102.0	2.5	-0.4	41.7	1.9	COc1ccc(NC(=O)CN2CCc3ccccc3C2)cc1OC
0.4	12.0	-22.8	-1.7	120.0	3.4	-4.7	-1.5	-2.9	COc1ccc(OCC(=O)N2N=C(C(F)F)CC2(O)C(F)F)cc1 (stereo unspecified)
.	.	13.5	-6.0	99.0	.	.	-14.3	1.1	O=c1c2ccccc2c(C=Nc2ccc(S(=O)(=O)Nc3ncccn3)cc2)c(O)n1-c1cccc(Cl)c1
5.8	-15.3	.	-2.4	.	3.0	-8.5	.	.	O=C(COc1ccccc1F)OCC(=O)N1CCc2ccccc21
1.8	-15.2	2.7	-15.3	104.0	0.0	0.3	19.2	0.8	CN(C)CCn1c(NC(=O)c2ccc(Cl)cc2)nc2ccccc21
0.1	7.9	-3.3	1.5	99.0	3.0	1.6	-1.5	-1.7	CCn1cc(C(=O)O)c(=O)c2cc(F)c(N3CCN(C(=S)Nc4ccc(OC)cc4)CC3)cc21
4.8	2.0	-6.5	-7.7	102.0	5.2	-0.1	6.2	1.1	O=C(CSc1ccccc1)Nc1ccc2c(c1)C(=O)NC2=O
